Screening results deposited in PubChem BioAssay by several laboratories.
UBC9 SUMO inh: blocks human SUMOylation mediated by UBC9. P63279. HTRF SUMOylation assay, SAE1/SAE2 + UBC9, in vitro. inhibition, % at 35 µM. actives 0.36% (n = 290,000). AID 2006; in the data active = inhibition above about 50%, passing the limit was not always enough; note: strong numbers were not always called active
VIM-2 inhibitor: blocks Pseudomonas aeruginosa VIM-2 metallo-beta-lactamase. purified VIM-2, nitrocefin hydrolysis, epi-absorbance fluorescence. inhibition, % at 5.6 µM. actives 0.89% (n = 290,000). AID 1527;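 active = inhibition above the mean of all tested compounds plus 3 SD, cutoff set per screening run, cut at about 7.5% in these data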;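 note: red hydrolysis product quenches plate fluorescence so inhibitors raise well fluorescence; 0% = enzyme with DMSO and 100% = DMSO without enzyme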
IMP-1 inhibitor: inhibitors of Pseudomonas aeruginosa IMP-1 metallo-beta-lactamase; purified IMP-1, nitrocefin hydrolysis, epi-absorbance fluorescence; inhibition, % at 5.6 µM; actives 0.45% (n = 290,000);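 active = inhibition above the mean plus 3 SD of all compounds in the same screening run, cut at about 4.5% in these data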;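 note: 0% = IMP-1 with DMSO and 100% = DMSO wells lacking enzyme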
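System: purified recombinant IMP-1 beta-lactamase. Medium: Zinc- and detergent-supplemented HEPES buffer, pH 7.1. Compound: one 5.6 µM dose […]. Schedule: 15 min preincubation plus 25 min reaction at 25 °C. Technique: Epi-absorbance fluorescence, 480 nm excitation, 530 nm emission.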
IDE act: boosts human insulin-degrading enzyme activity in HEK cells. activation, % at 5.96 µM. FAbeta-B cleavage, fluorescence polarization; 0% vehicle, 100% cell-free pure enzyme wells. AID 493087. actives 0.073% (n = 340,000). P14735;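 active = activation above the mean of all tested compounds plus 3 SD, set per screening campaign, cut at about 17% in these data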
Target sequence (P14735 whole entry, looked up): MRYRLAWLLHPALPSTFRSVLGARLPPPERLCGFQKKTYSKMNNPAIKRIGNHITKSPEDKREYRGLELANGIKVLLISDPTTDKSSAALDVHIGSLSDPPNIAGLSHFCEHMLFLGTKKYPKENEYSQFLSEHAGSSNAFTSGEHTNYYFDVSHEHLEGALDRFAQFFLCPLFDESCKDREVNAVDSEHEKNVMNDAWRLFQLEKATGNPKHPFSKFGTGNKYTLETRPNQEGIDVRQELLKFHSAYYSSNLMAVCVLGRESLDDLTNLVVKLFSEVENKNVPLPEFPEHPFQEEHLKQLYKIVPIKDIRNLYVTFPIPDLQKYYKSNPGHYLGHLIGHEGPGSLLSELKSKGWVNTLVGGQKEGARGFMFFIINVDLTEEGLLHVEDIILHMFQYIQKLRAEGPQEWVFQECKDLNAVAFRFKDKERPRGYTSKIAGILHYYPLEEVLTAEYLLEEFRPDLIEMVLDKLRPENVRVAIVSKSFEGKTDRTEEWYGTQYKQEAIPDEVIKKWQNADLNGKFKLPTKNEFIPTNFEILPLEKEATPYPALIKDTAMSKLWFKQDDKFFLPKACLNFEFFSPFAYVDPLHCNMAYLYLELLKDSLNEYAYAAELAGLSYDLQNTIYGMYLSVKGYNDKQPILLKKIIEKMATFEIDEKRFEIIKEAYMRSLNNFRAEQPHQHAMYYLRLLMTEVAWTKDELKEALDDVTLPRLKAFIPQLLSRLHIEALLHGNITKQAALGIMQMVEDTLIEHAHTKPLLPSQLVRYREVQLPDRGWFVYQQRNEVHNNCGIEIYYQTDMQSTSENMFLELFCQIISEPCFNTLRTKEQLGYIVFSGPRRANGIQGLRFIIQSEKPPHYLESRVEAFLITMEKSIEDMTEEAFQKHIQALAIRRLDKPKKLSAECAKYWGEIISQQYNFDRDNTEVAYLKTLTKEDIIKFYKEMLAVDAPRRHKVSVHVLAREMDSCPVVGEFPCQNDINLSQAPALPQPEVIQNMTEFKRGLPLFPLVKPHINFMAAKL
PHOSPHO1 block: PHOSPHO1 (human) inhibition; Q8TCT1; recombinant PHOSPHO1, absorbance phosphatase assay; inhibition, % at 13.3 µM; actives 1.1% (n = 290,000); AID 1565; in the data active = inhibition above about 60%
MEKK3 PB1 HTS: raises or lowers MEK5 binding to the human MEKK3 PB1 domain; Q99759; actives 1.4% (n = 290,000); bead-based flow cytometry, Alexa488-MEK5 binding to MEKK3; actives lie on both sides; 0 = blocked by unlabeled MEK5, 100 = vehicle; binding response (% of control), % at 10 µM; AID 1529;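 active = binding response more than 3 SD above or below the average of its plate-row segment, actives on both sides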;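 note: Alexa488 bead fluorescence after subtracting the streptavidin-only scavenger bead signal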
HCV NS3 hel inh: blocks Hepatitis C virus NS3 helicase unwinding; NS3 helicase DNA unwinding, Cy5 molecular beacon fluorescence; actives 0.56% (n = 290,000); inhibition, % at 10.9 µM;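 active = inhibition above the mean of all tested compounds plus 3 SD, set per campaign, cut at about 35% in these data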;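 note: 0% = DMSO wells and 100% = thioflavine S control wells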
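Test system: hepatitis C virus NS3 helicase domain fragment enzyme. Also added: annealed dual-labelled DNA beacon duplex, ATP-started. Timing: 60 min unwinding reaction at 25 °C after ATP addition. Technique: Cy5 fluorescence. Measure: % inhibition of unwinding.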
FID counter: displaces DNA intercalator in HCV helicase counter-screen. DNA fluorescent intercalator displacement, fluorescence. inhibition, % at 7.9 µM. actives 0.17% (n = 290,000). AID 1845; in the data active = inhibition above about 37%;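 note: 0% = vehicle and 100% = reference compound; higher means more ethidium bromide displaced from hairpin DNA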
pCIP destab: p/CIP protein destabilization; decrease of EGFP signal, % at 10 µM; actives 0.01% (n = 290,000); Q05BA5; F442A p/CIP-EGFP cells, EGFP fluorescence, 16 h;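 active = EGFP signal decrease of at least 30% at 10 µM or well 3 SD below plate mean, unless failing retest; inactive = the rest, including hits failing retest or dose response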; note: some compounds called inactive have numbers as strong as hits; many of its hits are not listed in these tables
Starred values were filed as active, the others as inactive; . = no result given; [ ] = dose if it differs, or a comment. The list is partial. The share of hits here may be higher or lower than overall.

nr	Molecule	UBC9 SUMO inh	VIM-2 inhibitor	IMP-1 inhibitor	IDE act	PHOSPHO1 block	MEKK3 PB1 HTS	HCV NS3 hel inh	FID counter	pCIP destab
1	O=C(Nc1nc2c(F)cc(F)cc2s1)c1ccccn1	-22.5	-1.2	-1.4	-1.2	5.6	96.0	8.6	8.8	-38.8
2	CCOP(=O)(OCC)C(Nc1cccc([N+](=O)[O-])c1)c1ccccc1 (stereo not given)	3.7	-3.0	-2.0	3.3	29.8	91.0	-3.0	-17.3	-3.3
3	NS(=O)(=O)c1ccc(CCNC(=O)CNC(=O)c2ccccc2Br)cc1	11.4	-0.8	-0.8	3.2	40.5	103.0	5.5	-3.2	-1.3
4	Fc1ccc(NC(=S)Nc2ccc(Cl)cc2)cc1	-18.0	-2.0	-2.5	2.0	3.5	141.0*	-0.4	0.1	10.3
5	COc1cc(NS(=O)(=O)c2cccc3nsnc23)c(C(=O)O)cc1OC	-0.8	0.6	-2.3	3.4	-17.4	105.0	0.4	-4.9	9.2
6	O=C(c1cnccn1)N1CCc2ccccc2C1	10.1	-2.0	-2.5	0.5	32.7	101.0	-4.5	-1.0	9.9
7	CCN(Cc1ccccc1)C(=O)CSc1ccccc1C(=O)O	-2.1	-1.2	-1.1	1.0	28.1	98.0	-14.7	-5.2	-3.7
8	Cc1ccc(NC(=S)N(Cc2cccc(Br)c2)CC2CCC(C(=O)O)CC2)cc1 (stereo not given)	0.2	-1.5	-3.0	3.5	-15.8	99.0	-5.8	-32.6	-1.0
9	Nc1cc(C(=O)OCC(=O)NCc2ccc(F)cc2)ccc1Cl	13.6	-3.6	-2.9	-2.6	-46.2	112.0	-7.7	-10.6	-23.1
10	COCC(=O)N(CCc1ccc(OC)c(OC)c1)Cc1cc2cc(C)ccc2nc1Cl	14.7	0.2	-1.2	4.2	2.0	98.0	-10.5	-26.0	-16.9
11	O=C(O)c1ccc(NNC(=S)Nc2cc(C(F)(F)F)ccc2Cl)cc1	0.8	-0.5	-0.5	1.3	0.1	98.0	22.2	-12.4	2.2
12	Cc1c(C)n(CCO)c2ncnc(Nc3ccc(F)cc3)c12	-7.0	-1.0	-4.9	2.6	28.4	102.0	16.6	-17.2	-4.2
13	O=C(NCc1ccccc1)C(c1cccnc1)N(C(=O)c1ccccn1)c1ccc(F)cc1 (stereo not given)	2.9	-2.0	-4.0	2.0	35.1	98.0	6.1	-35.2	4.7
14	CC(Sc1nnc(C2CCCCC2)n1N)C(=O)NCc1ccc2c(c1)OCO2 (stereo not given)	-19.3	-2.1	-2.9	7.2	26.9	78.0	-6.4	-11.2	-1.1
15	O=C(O)C(CC1CCCCC1)N1CCS(=O)(=O)CC1 (stereo not given)	14.1	-2.2	-4.3	6.2	19.5	101.0	5.5	2.9	2.5
16	N#Cc1c(NCCCO)nc(NCc2ccccc2)c2c1CCN(Cc1ccccc1)C2	24.9	-4.3	-2.8	-0.6	20.7	94.0	-43.6	1.3	-26.9
17	CCN(CC)CCn1c(=N)n(CCOc2ccccc2)c2ccccc21	4.5	-0.5	-4.1	0.1	0.9	107.0	-14.9	20.3	-5.8
18	Cc1c(NC(=O)c2cc(-c3cccs3)on2)c(=O)n(-c2ccccc2)n1C	18.4	-0.1	-3.1	6.3	20.9	103.0	10.5	-8.7	-6.8
19	CCc1cccc2c1NC(=O)C21N2CCCC2C(C(=O)c2ccc3ccccc3c2)C12C(=O)Nc1ccccc12 (stereo not given)	-2.1	-2.9	-4.5	6.8	9.1	124.0	8.1	-5.5	-0.5
20	CO/N=C(/CS(=O)(=O)c1ccc(Br)cc1)c1ccc(OC)cc1	2.0	-4.6	0.7	4.5	21.6	102.0	2.0	-14.7	-1.2
21	CCC1=C(OC(=O)N(CC)CC)N2C(=O)OC(=NCc3ccccc3)[C@]2(C)[C@H]2C1=CC[C@H]1C(=O)NC(=O)[C@H]12	-30.2	.	.	4.0	17.7	104.0	.	.	-4.3
22	O=C(Nc1ccc(NC(=O)c2ccc([N+](=O)[O-])cc2[N+](=O)[O-])cc1)c1ccco1	3.5	-1.9	-3.4	3.2	-11.8	101.0	0.3	1.9	2.3
23	CCN(CC)S(=O)(=O)c1cccc(NC(=O)c2ccc(Br)cc2)c1	-13.6	-4.4	-2.7	-0.4	11.7	105.0	-9.3	-13.4	7.3
24	CC(=O)N(Cc1ccco1)C1(C(=O)NC2CCCCC2)CCCCC1	-16.5	-3.8	-2.8	1.1	8.7	104.0	3.5	-21.6	1.9
25	Cn1cccc1C1C(C#N)=C(N)OC2=C1C(=O)CC(C)(C)C2 (stereo not given)	12.5	-0.9	-3.1	3.1	41.1	100.0	11.4	1.2	-3.7
26	Cc1ccc(/C=N/NC(=O)CNC(=O)c2cccc([N+](=O)[O-])c2C)o1	2.9	-1.9	-1.3	-1.2	49.4	92.0	1.1	-0.2	10.3
27	O=C(CCOc1ccccc1)Nc1nnc(-c2ccc3c(c2)OCCO3)o1	6.6	-2.3	-2.2	6.0	-52.3	68.0	-7.5	-6.6	-6.1
28	Cc1cc(C)n(C(=O)c2ccncc2)n1	-7.5	-3.2	-2.3	.	-22.1	99.0	-13.5	2.2	6.6
29	Cc1ccc(C)c(OC(=O)CN2C(=O)c3ccccc3C2=O)c1	-4.0	-1.6	-2.3	-2.0	19.3	99.0	-6.6	-18.6	-0.7
30	O=C(NC(=S)N1CCOCC1)c1ccc([N+](=O)[O-])cc1	-14.2	-2.7	-2.4	5.9	-11.2	99.0	0.0	4.0	4.7
31	C=CCC(=O)NC1CC(C)(C)Cc2c1cnn2-c1ccc(C)cc1 (stereo not given)	-15.6	-2.1	-3.6	-1.6	.	100.0	13.2	-30.8	-4.6
32	Cc1sc2ncnc(NCCN3CCOCC3)c2c1C	-3.1	4.3	-2.6	1.0	12.1	101.0	-2.8	7.7	4.0
33	Cc1ccc(-c2cc(C(=O)N3CCCC3)c3ccccc3n2)s1	38.2	-2.7	-1.6	-4.3	31.8	102.0	3.2	-43.7	-15.5
34	Cc1ccccc1N1CCN(Cc2ccc([N+](=O)[O-])o2)CC1	9.3	-0.9	1.1	9.9	8.3	105.0	-5.6	3.5	-1.9
35	O=C1C=C(NCc2ccccc2)C2(CCCCC2)O1	6.8	0.9	-0.3	1.8	20.1	102.0	-0.8	-1.8	1.7
36	Cc1cccc2cc(/C=N/Nc3ccc(C(=O)O)cc3)c(Cl)nc12	28.9	-0.1	-0.9	-7.5	12.9	66.0*[inhibitor]	20.3	-19.9	-13.0
37	Cc1ccnc(NC(=O)Cn2ccc([N+](=O)[O-])n2)c1	-4.3	-1.4	-3.6	-3.7	7.4	102.0	-3.4	-0.8	-18.3
38	O=C1Nc2ccccc2C(O)(C(=O)N2CCCCC2)N1c1ccccc1 (stereo not given)	9.5	0.8	-2.4	-0.6	-36.1	106.0	10.6	-7.5	4.3
39	Cc1ccc(/C=N/Nc2cc(C)nc(N3CCOCC3)n2)cc1	10.4	-1.7	-2.9	4.8	6.2	101.0	-5.6	-11.3	-4.2
40	Cc1ccc(CN2CCN(/N=C\c3cccc([N+](=O)[O-])c3)CC2)cc1	6.7	-4.0	-2.8	1.7	4.0	99.0	-10.2	6.0	-8.5
41	COc1cc(/C=c2\sc3nc(-c4ccncc4)nn3c2=O)ccc1OC(C)=O	11.4	7.6	-3.5	.	86.6*	.	5.8	-12.8	-10.1
42	CCCn1nnnc1NCc1cccc(OC)c1	4.0	-0.1	-0.5	3.4	19.0	99.0	-2.4	-3.8	-3.1
43	Cc1cccc(N2CCN(C(=O)c3nn(C)c4c3CS(=O)(=O)c3ccccc3-4)CC2)c1C	-6.5	-3.2	-3.1	-2.1	42.2	100.0	-6.9	-46.6	-2.9
44	CC(/C=N/NC(=O)c1ccncc1)=C\c1ccc(C(C)C)cc1	29.3	-6.4	-1.4	-1.6	32.3	104.0	-2.3	-3.6	-10.7
45	c1ccc(NC2=NCCN2CCC2CCCCC2)cc1	-1.7	0.3	-1.8	5.3	-7.3	100.0	-2.3	3.0	1.6
46	COc1cccc(CNS(=O)(=O)c2cc(CN3C(=O)c4cccnc4C3=O)ccc2OC)c1	9.8	0.3	-1.6	7.3	18.1	102.0	5.2	-31.6	0.2
47	Cc1cc(C)n2nc(C(=O)NCc3ccco3)nc2n1	.	-2.0	-4.6	-1.8	.	96.0	-0.6	1.8	.
48	CS(=O)(=O)N1CCCC(C(=O)Nc2ccc3c(c2)OCCO3)C1 (stereo not given)	14.2	-5.5	-2.7	8.4	-18.8	102.0	3.0	3.8	-7.0
49	COc1ccc(/C=C/S(=O)(=O)NCc2ccccc2)cc1OC	11.5	-5.4	-3.5	8.8	-29.3	94.0	3.3	-11.3	18.4
50	O=C(NCC1CCCO1)C1CCCN(S(=O)(=O)c2cccc3nsnc23)C1 (stereo not given)	-10.0	-1.5	-2.9	-0.6	-14.1	101.0	-6.0	-2.7	-20.5
51	O=C(NCc1ccccc1Cl)c1cc(C(=O)C2CC2)c[nH]1	0.3	-0.7	-0.5	3.3	33.5	107.0	4.9	-10.5	4.3
52	CC(C)(C)c1cc(CCC(=O)N2CCNCC2)c(C(C)(C)C)cc1O	-4.5	-3.2	-1.7	3.5	-24.7	101.0	-3.4	0.2	-1.5
53	CC(=O)c1cnc2nc(C(F)(F)F)nn2c1C	16.0	-2.7	-2.4	3.6	-39.9	106.0	4.0	-4.1	1.1
54	COCCNC(=O)CN1C(=O)CSc2ncccc21	3.2	0.2	-1.8	-0.1	-7.7	105.0	-1.6	-2.7	-4.5
55	COc1ccc(NC(=O)CCCSc2ccccc2)cc1S(N)(=O)=O	4.0	-1.5	-1.8	-3.3	27.0	104.0	13.1	-8.8	-11.3

Random excerpt: two compounds from above, in no set order.
nr	Molecule	UBC9 SUMO inh	VIM-2 inhibitor	IMP-1 inhibitor	IDE act	PHOSPHO1 block	MEKK3 PB1 HTS	HCV NS3 hel inh	FID counter	pCIP destab
51	O=C(NCc1ccccc1Cl)c1cc(C(=O)C2CC2)c[nH]1	0.3	-0.7	-0.5	3.3	33.5	107.0	4.9	-10.5	4.3
52	CC(C)(C)c1cc(CCC(=O)N2CCNCC2)c(C(C)(C)C)cc1O	-4.5	-3.2	-1.7	3.5	-24.7	101.0	-3.4	0.2	-1.5

Four of these compounds, reformatted.
Below each SMILES: UBC9 SUMO inh | VIM-2 inhibitor | IMP-1 inhibitor | IDE act | PHOSPHO1 block | MEKK3 PB1 HTS | HCV NS3 hel inh | FID counter | pCIP destab
52. CC(C)(C)c1cc(CCC(=O)N2CCNCC2)c(C(C)(C)C)cc1O
 : -4.5 | -3.2 | -1.7 | 3.5 | -24.7 | 101.0 | -3.4 | 0.2 | -1.5
53. CC(=O)c1cnc2nc(C(F)(F)F)nn2c1C
 : 16.0 | -2.7 | -2.4 | 3.6 | -39.9 | 106.0 | 4.0 | -4.1 | 1.1
54. COCCNC(=O)CN1C(=O)CSc2ncccc21
 : 3.2 | 0.2 | -1.8 | -0.1 | -7.7 | 105.0 | -1.6 | -2.7 | -4.5
55. COc1ccc(NC(=O)CCCSc2ccccc2)cc1S(N)(=O)=O
 : 4.0 | -1.5 | -1.8 | -3.3 | 27.0 | 104.0 | 13.1 | -8.8 | -11.3
